# Wee1 stabilizer – inhibitors of human Wee1 degradation. P30291. HeLa Luc-Wee1K328M stability, luciferase luminescence; 100% = proteasome inhibitor MG132 effect. reporter increase, % at 5 µM. 220,000 tested, 1.2% active. AID 1321;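 active = activation above the mean of all tested compounds plus 3 SD, set per screening run, cut at about 8.8% in these data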;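 note: cells exposed to compound for 20 h before luminescence read; 0% = DMSO alone and 100% = MG132 at 30 µM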
# Furin inh – inhibitors of human furin; AID 463115; P09958; 220,000 tested, 0.061% active; purified furin, fluorogenic substrate cleavage; inhibition, % at 30 µM; in the data active = inhibition above about 25%; note: inactives centre near -15
# p97 inhibitor – inhibitors of human p97 ATPase; recombinant p97 ATPase, Kinase-Glo ATP luminescence, 3 h; inhibition, % at 8 µM; 220,000 tested, 0.42% active; AID 1481; in the data active = inhibition above about 15%;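 note: 0% = DMSO vehicle and 100% = wells lacking enzyme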
# PERK inhibitor – inhibitors of human PERK kinase; Q9NZJ5; CHO PERK-DD fusion, SEAP luminescence translation reporter; inhibition, % at 5.6 µM; 220,000 tested, 0.17% active;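 active = inhibition above the mean inhibition of all tested compounds plus 3 SD, set separately per screening campaign, cut at about 2.9% in these data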;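 note: PERK kinase domain activated by AP20187 dimerizer at 100 nM; 0% = DMSO with dimerizer and 100% = rapamycin at 8.4 µM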
# Target sequence (Q9NZJ5 whole entry, looked up, the tested form may be a part): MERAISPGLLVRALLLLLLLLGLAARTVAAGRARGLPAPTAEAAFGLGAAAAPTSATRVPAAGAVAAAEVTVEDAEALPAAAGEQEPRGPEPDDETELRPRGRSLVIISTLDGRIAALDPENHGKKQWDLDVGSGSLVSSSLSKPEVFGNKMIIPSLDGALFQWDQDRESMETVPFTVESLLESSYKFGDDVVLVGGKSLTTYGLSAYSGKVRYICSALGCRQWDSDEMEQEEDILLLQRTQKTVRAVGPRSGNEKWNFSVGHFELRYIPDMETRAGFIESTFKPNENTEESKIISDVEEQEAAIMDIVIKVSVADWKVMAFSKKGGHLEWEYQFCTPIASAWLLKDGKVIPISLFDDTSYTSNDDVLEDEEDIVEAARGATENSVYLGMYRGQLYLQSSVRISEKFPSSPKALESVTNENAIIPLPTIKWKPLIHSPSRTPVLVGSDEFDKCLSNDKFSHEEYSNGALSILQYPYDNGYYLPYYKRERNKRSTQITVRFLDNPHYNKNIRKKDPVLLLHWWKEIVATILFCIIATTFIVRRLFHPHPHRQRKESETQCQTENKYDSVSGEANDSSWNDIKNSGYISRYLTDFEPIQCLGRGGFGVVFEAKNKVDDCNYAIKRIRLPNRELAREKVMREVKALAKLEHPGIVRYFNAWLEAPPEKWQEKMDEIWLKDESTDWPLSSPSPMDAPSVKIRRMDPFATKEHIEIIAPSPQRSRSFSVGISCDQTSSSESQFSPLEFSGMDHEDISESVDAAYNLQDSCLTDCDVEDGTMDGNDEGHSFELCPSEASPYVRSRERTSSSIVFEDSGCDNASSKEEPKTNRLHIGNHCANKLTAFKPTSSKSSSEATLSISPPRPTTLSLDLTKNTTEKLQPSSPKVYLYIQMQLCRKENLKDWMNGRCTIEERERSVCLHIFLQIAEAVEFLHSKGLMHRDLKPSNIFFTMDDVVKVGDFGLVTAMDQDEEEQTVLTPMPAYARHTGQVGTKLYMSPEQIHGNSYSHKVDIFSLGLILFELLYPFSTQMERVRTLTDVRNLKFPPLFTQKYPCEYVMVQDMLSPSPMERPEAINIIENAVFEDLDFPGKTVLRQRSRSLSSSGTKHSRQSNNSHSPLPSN
# FXIa inh – blocks human coagulation factor XIa protease activity; P03951; inhibition, % at 5 µM; purified FXIa, Boc-Glu-Ala-Arg-AMC fluorogenic substrate; AID 798; 220,000 tested, 0.14% active;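 active = inhibition of at least 40%; inactive = inhibition below 40%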;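 note: fluorescence of freed AMC excited at 355 nm; 0% = enzyme without compound and 100% = no enzyme blank; many of its hits are not listed in these tables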
# Thrombin inh – inhibitors of human thrombin; alpha-thrombin, Boc-VPR-AMC fluorogenic substrate cleavage; inhibition, % at 5 µM; AID 1046; P00734; 220,000 tested, 0.26% active;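 active = inhibition at or above 40%; inactive = inhibition below 40%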;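 note: 0% = enzyme with no compound and 100% = wells without enzyme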
#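 Material: human alpha-thrombin enzyme / Medium: pH 7.5 Tris (50 mM) with NaCl 150 mM, Tween 20 0.05% / Compound: single-point dosing at 5 µM, 0.2% DMSO / Incubation: enzyme reaction carried out at room temperature / Detection: AMC fluorescence, 355/460 nm / Read-out basis: percent inhibition scaled between no-compound controls and no-enzyme blanks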
# FXIIa inh 1536 – blocks human coagulation factor XIIa protease activity; purified FXIIa, Boc-QGR-AMC fluorogenic substrate, 2 h; inhibition, % at 5 µM; 220,000 tested, 0.3% active; AID 800; in the data active = inhibition above about 40%;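 note: 0% = enzyme with no compound and 100% = blank without enzyme; many of its hits are not listed in these tables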
# Cl transport mod – KCC2 (human) Cl- transport modulation; KCC2 cells, thallium flux FluoZin-2 fluorescence; AID 1456; B-score of Tl+ flux slope (higher = more flux/activation; lower = inhibition) at 10 µM; Q9H2X9; 190,000 tested, 2.2% active;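 active = thallium flux slope and its plate-corrected score both differing from the plate sample mean at a set confidence after two filtering rounds, in either direction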;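 note: slope of fluorescence scaled to starting intensity during 10 to 20 s after thallium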
# hK5 inh – inhibitors of human kallikrein 5; recombinant hK5, fluorogenic AMC substrate cleavage; AID 873; inhibition, % at 5 µM; 210,000 tested, 0.59% active;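 active = inhibition of 40% or more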;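 note: 0% = enzyme controls without compound and 100% = no-enzyme blanks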
# Active calls of the source: *; i = inactive; / = no result given; [ ] = remark or other dose.
# The opening 4 records (preview)
SMILES,Wee1 stabilizer,Furin inh,p97 inhibitor,PERK inhibitor,FXIa inh,Thrombin inh,FXIIa inh 1536,Cl transport mod,hK5 inh
CC1(C)CC(C(CCN(Cc2ccccc2)C(=O)c2ccco2)c2ccc(F)cc2)CCO1 (centres undefined),2,-2,-3,-0.6,2,-6,7,-2.3,-11
COC(=O)c1ccc(COc2ccccc2/C=N/NS(=O)(=O)c2ccccc2)cc1,-2,-15[20 µM],-2,-0.8,-2,-3,6,/,-9
CC1(C)Cc2c(c(N3CCOCC3)nc3snc(NC(=O)c4ccccc4)c23)CO1,-1,-20[20 µM],3,-0.8,9,2,24,-0.49,-13
COc1ccc(C(=O)Cn2nnc(-c3ccccc3-n3cnnn3)n2)cc1,0,-15,3,1.3,-4,-5,-16,0.36,-8

# This part in full, repeating the preview:
SMILES,Wee1 stabilizer,Furin inh,p97 inhibitor,PERK inhibitor,FXIa inh,Thrombin inh,FXIIa inh 1536,Cl transport mod,hK5 inh
CC1(C)CC(C(CCN(Cc2ccccc2)C(=O)c2ccco2)c2ccc(F)cc2)CCO1 (centres undefined),2,-2,-3,-0.6,2,-6,7,-2.3,-11
COC(=O)c1ccc(COc2ccccc2/C=N/NS(=O)(=O)c2ccccc2)cc1,-2,-15[20 µM],-2,-0.8,-2,-3,6,/,-9
CC1(C)Cc2c(c(N3CCOCC3)nc3snc(NC(=O)c4ccccc4)c23)CO1,-1,-20[20 µM],3,-0.8,9,2,24,-0.49,-13
COc1ccc(C(=O)Cn2nnc(-c3ccccc3-n3cnnn3)n2)cc1,0,-15,3,1.3,-4,-5,-16,0.36,-8
CCC(C)c1ccc2oc(-c3ccc(NC(=O)c4ncn[nH]4)cc3)nc2c1 (centres undefined),2,-13[20 µM],-3,-0.9,-13,-1,-10,1.2,-5
O=C(c1ccc(NS(=O)(=O)c2cccc3cccnc23)cc1)N1CCCCC1,1,-16,0,1.5,-1,2,7,0.043,-4
O=[N+]([O-])c1cccnc1N1CCC(c2cc(-c3cccc(C(F)(F)F)c3)n[nH]2)CC1,0,-2[20 µM],-4,-1.0,-10,3,12,-0.037,-18
Cc1nn(C)c(Oc2ccc(Cl)cc2)c1C=O,-1,-17[20 µM],1,1.6,5,3,22,/,-21
O=C(O)c1ccccc1C(=O)Nc1ccc(Br)c(C(F)(F)F)c1,-2,-22,-3,0.3,-4,-11,4,1.4,-7
O=C(NC1CCCC1)C1C2C=CC(C2)C1C(=O)N1CCOCC1 (centres undefined),-2,-16,-4,0.6,-15,-6,4,-0.35,-10
COc1cc2c(cc1OC)C(C(=O)NCc1ccco1)C1c3ccccc3CCN1C2=O (centres undefined),1,-15[20 µM],3,0.9,1,-1,14,0.19,5
COCCn1nnnc1C(c1ccccn1)N1CCN(c2cc(C)ccc2C)CC1 (centres undefined),-1,-23,-3,-1.3,-1,-8,4,0.47,-34
CCCCOC(=O)Cn1c(=O)c2c(nc(Br)n2Cc2ccccc2)n(C)c1=O,5,-16,1,-0.6,-2,-6,-3,-2.2,-17
Cc1cc(NCCN2CCOCC2)n2nc(C)c(-c3ccc(Cl)cc3)c2n1,2,-10,-6,-1.1,-1,2,8,/,-6
Cc1c(Cl)cnc(NC(=O)COC(=O)C(NC(=O)c2ccco2)C(C)C)c1Cl (centres undefined),-1,-14[20 µM],1,-0.7,0,5,10,-0.43,-11
C=CCn1c(-c2ccccc2OC)n[nH]c1=S,2,6,4,1.3,-4,-13,7,0.37,-13
Cc1cc(C)n(-c2nc3ccccc3nc2N2CCC(C)CC2)n1,0,-4[20 µM],-2,0.2,6,1,14,-1.7,-4
Cn1cc(CN2CCc3c([nH]c4ccccc34)C2C2CCCCC2)cn1 (centres undefined),0,-28,0,-1.2,-2,10,9,0.88,-8
CCOC(=O)N1CCN(C(=O)CSc2nnc(-c3ccc(Cl)s3)o2)CC1,-1,-9[20 µM],-5,-0.3,/,/,/,-0.95,/
COC(=O)Cn1cc(C#N)c2ccccc21,-1,-12[20 µM],2,1.3,7,-1,15,0.14,-7
Cc1ccn2cc(-c3nonc3C)cc2c1,-2,-19,-2,0.1,1,2,22,/,-10
O=C(CN1CCN(Cc2ccccc2)CC1)N/N=C/c1cccs1,3,1,-3,0.7,7,7,15,/,12
CC1(C)CC(=O)C(C=NCCN2CCNCC2)=C(O)C1,2,-24,2,1.2,1,/,2,-1.5,-3
COc1ccc(C2N(C(=O)CN3CCOCC3)CCN2S(=O)(=O)c2ccccc2)cc1 (centres undefined),0,-24,3,1.0,2,-3,11,-0.056,1
COc1ccc(S(=O)(=O)N(C)CC(=O)Nc2ccc(C)cc2)cc1OC,-1,-12,-3,-0.4,4,-5,5,0.039,-6
Cc1ccc(Nc2nnc(SCC(=O)NCCN3C(=O)CSC3=O)s2)cc1,0,-11,-3,0.4,21,-7,29,0.28,-6
CCC/C(=N/NC(=O)c1ccccc1Cl)c1ccccc1,2,-24,2,1.5,-2,0,9,-0.27,/
CCCC(=O)Nc1ccc(Cl)c(NC(=O)CC)c1,-1,-5,1,0.5,15,1,35,0.52,-14
O=C1NC(=Nc2ccc(Cl)cc2)/C(=C/c2ccco2)S1,3,9,3,0.6,-2,-1,6,0.052,-17
Cn1cccc1CNCc1ccccc1Cl,-1,-22[20 µM],-1,1.2,-3,-1,7,/,-3
CCCCNC(=O)NC1C(NC(=O)NCCCC)N(C)C(=O)N1C (centres undefined),0,-21,5,-0.3,-7,-8,2,-0.068,27
CCC(=O)Nc1cccc(-c2nnc(-c3cccc(NC(=O)CC)c3)o2)c1,-3,-15[20 µM],1,-0.2,-4,2,8,-0.21,2
CC(C)(C)n1nnnc1C(c1ccccn1)N(Cc1ccccc1)Cc1ccc(Cl)cc1 (centres undefined),2,-8[20 µM],-5,-1.1,-2,0,9,2.5,-6
CC1=C(C(=O)N2CCc3ccccc32)C2(CCC(C)CC2)OC1=O (centres undefined),1,3,0,-0.6,-6,-5,-20,/,7
CCOc1ccc2[nH]c(=O)c(CN(Cc3nnnn3Cc3ccco3)C3CCCCC3)cc2c1,-1,-11,6,0.1,2,0,7,0.41,-1
O=C(Nc1ccccc1N1CCCCC1)c1ccc(-c2cccc(Cl)c2)o1,0,-18,2,0.9,-4,-6,4,0.75,-25
Cc1cnc([N+](=O)[O-])n1CCOC(=O)NC(=O)c1ccccc1Cl,0,-16,3,0.0,-1,0,2,1.1,5
COc1ccc(NC(=O)C/C(C)=N/NC(=O)C(=O)NC(C)C)c(OC)c1,9.7*,-11,2,0.5,-2,/,-1,0.14,-10
Cc1ccc(NS(=O)(=O)c2cc3c4c(cccc4c2)C(=O)NC3=O)cc1,-2,-25,5,0.7,-1,-8,0,0.84,-4
CN(Cc1cnn(C)c1)C(=O)C1CCCCC1C(=O)O (centres undefined),2,-18[20 µM],-4,0.8,-6,-5,5,0.49,-6

# 5 records picked at random from those above:
SMILES,Wee1 stabilizer,Furin inh,p97 inhibitor,PERK inhibitor,FXIa inh,Thrombin inh,FXIIa inh 1536,Cl transport mod,hK5 inh
O=C(Nc1ccccc1N1CCCCC1)c1ccc(-c2cccc(Cl)c2)o1,0,-18,2,0.9,-4,-6,4,0.75,-25
Cc1cnc([N+](=O)[O-])n1CCOC(=O)NC(=O)c1ccccc1Cl,0,-16,3,0.0,-1,0,2,1.1,5
COc1ccc(NC(=O)C/C(C)=N/NC(=O)C(=O)NC(C)C)c(OC)c1,9.7*,-11,2,0.5,-2,/,-1,0.14,-10
CC(C)(C)n1nnnc1C(c1ccccn1)N(Cc1ccccc1)Cc1ccc(Cl)cc1 (centres undefined),2,-8[20 µM],-5,-1.1,-2,0,9,2.5,-6
Cc1ccc(NS(=O)(=O)c2cc3c4c(cccc4c2)C(=O)NC3=O)cc1,-2,-25,5,0.7,-1,-8,0,0.84,-4

# More structures.
SMILES,Wee1 stabilizer,Furin inh,p97 inhibitor,PERK inhibitor,FXIa inh,Thrombin inh,FXIIa inh 1536,Cl transport mod,hK5 inh
O=S(=O)(c1ccc(NC(=S)NCc2cccnc2)cc1)N1CCCCC1,1,-10,-8,-0.2,1,3,11,1.6,-4
CSc1ccccc1NC(=O)COc1ccccc1C,1,-22,-1,0.5,-5,-4,4,-1.4,-2
Cc1ccc(Oc2ncccc2COC(=O)Nc2ccccc2C)cc1,0,-37,0,0.9,7,11,11,-1.2,0
CC(C)(C)C(=O)N(Cc1nc2ccccc2c(=O)[nH]1)Cc1cccs1,-2,-19[20 µM],-4,-0.4,5,-5,4,0.028,-2
C/C(N)=C(/C#N)C(=O)COC(=O)CCS(=O)(=O)c1ccccc1,0,-13[20 µM],6,0.8,17,3,21,-1.2,-11
CCOC(=O)CC1C(=O)NCCN1C(=O)c1sc2ccccc2c1Cl (centres undefined),1,-10,4,0.3,2,/,6,0.89,-1
COC(=O)c1cc(NC(=O)c2cc(C(C)(C)C)nn2Cc2cccc(C)c2)ccc1N1CCOCC1,2,-19,-11,-2.2,-2,-4,5,0.082,-2
COc1cc(SC)ccc1C(=O)Nc1ccc2c(c1)OCCO2,4,-14,-9,-1.2,2,-5,10,/,2
COC(=O)C(C)(C(=O)OC)c1ccc(C(F)(F)F)cc1[N+](=O)[O-],-1,-26,1,0.3,-2,3,-4,0.67,-18
Cc1ccc(NC(=S)NCCN2CCOCC2)cc1F,-6,-20,-1,0.5,-1,-7,3,0.00066,3
CCOC(=O)C1(CC2CC2)CCN(S(=O)(=O)C[C@]23CC[C@H](CC2=O)C3(C)C)CC1,4,-7,-2,-1.1,35,10,29,-1.1,38
Cc1cccc(NC(=O)c2ccc(Cl)c(NC(=O)c3ccncc3)c2)c1C,-1,-2,3,-0.6,-5,-10,0,/,-8
CCCOC(=O)c1[nH]c2c(c1C)C(=O)CC(c1cccs1)C2 (centres undefined),-1,-21[20 µM],0,-0.3,-8,-2,-18,0.4,1
CN(C)c1ccc(/C=C/C(=O)c2cccnc2)cc1,-1,0,-1,-0.3,1,-7,7,i,-2
Cc1cc(C)nc(Nc2ccc(C(=O)O)cc2)n1,0,-17[20 µM],1,0.9,-13,-1,4,-0.067,-1
CC1CN(C(=O)N2c3ccccc3Sc3ccccc32)C(C)CC1=O (centres undefined),0,-32,0,-0.9,7,0,18,-0.4,-11
COc1ccc(C(=O)Nc2ccccc2C(=O)N/N=C/c2cccc3ccccc23)cc1,-1,-13[20 µM],-2,-0.3,-8,-3,-3,-0.64,-2
COCCNC(=S)N1CCC(NC(=O)Nc2ccc(C)cc2)CC1,0,-19,0,0.2,-4,-12,2,0.015,-1
CSc1nc2n(n1)C(C)C1=C(CCCC1=O)N2 (centres undefined),9.2*,-25,5,0.9,-6,-4,5,0.26,-16
CCOC(=O)c1ccc(NC(=O)CN2C(=O)C(C)SC(C)C2=O)cc1 (centres undefined),-1,-11,2,0.0,-7,-15,-4,0.45,-9

# Assay outcomes: PubChem, several laboratories
